TR SRC2 fluor cs – Total Fluorescence Counterscreen for Inhibitors of the Interaction of Thyroid Hormone Receptor and Steroid Receptor Coregulator 2; TRb/SRC2 Texas Red total fluorescence interference; Potency, µM (top dose mostly 106 µM), without a hit: at the highest dose fluorescence change, negative = quenching; 280,000 compounds, 0.29% hits; active means well fitted curve in either direction with a large enough effect; inconclusive means small, poorly fitted or top-dose-only effect
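Human TRβ ligand-binding domain (0.6 uM) and Texas Red SRC2 peptide (20 nM) in Tris buffer with 1 uM T3 and 5% DMSO were incubated with pinned compound for 5 hr at ambient temperature. Total fluorescence was computed as S + 2P (555/632 nm).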
TRb SRC2 PPI – qHTS for Inhibitors of the Interaction of Thyroid Hormone Receptor and Steroid Receptor Coregulator 2; TRbeta-SRC2 peptide binding, fluorescence polarization; receptor liganded with 1 µM T3; Potency, µM (series often up to 106 µM), without a hit: at the highest dose activity change, negative = inhibition, most hits filed as inhibitors; Thyroid hormone receptor beta (Homo sapiens), P10828; AID 1469, 2008; 280,000 compounds, 0.065% hits; active means well fitted inhibition curve with a large enough effect; inconclusive means small, poorly fitted or top-dose-only effect, or effect the other way;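 further: plate controls were bound peptide for no effect and peptide without receptor for full effect; nearly all actives have a fitted effect of over 50% in size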
Target sequence (P10828 whole entry, looked up): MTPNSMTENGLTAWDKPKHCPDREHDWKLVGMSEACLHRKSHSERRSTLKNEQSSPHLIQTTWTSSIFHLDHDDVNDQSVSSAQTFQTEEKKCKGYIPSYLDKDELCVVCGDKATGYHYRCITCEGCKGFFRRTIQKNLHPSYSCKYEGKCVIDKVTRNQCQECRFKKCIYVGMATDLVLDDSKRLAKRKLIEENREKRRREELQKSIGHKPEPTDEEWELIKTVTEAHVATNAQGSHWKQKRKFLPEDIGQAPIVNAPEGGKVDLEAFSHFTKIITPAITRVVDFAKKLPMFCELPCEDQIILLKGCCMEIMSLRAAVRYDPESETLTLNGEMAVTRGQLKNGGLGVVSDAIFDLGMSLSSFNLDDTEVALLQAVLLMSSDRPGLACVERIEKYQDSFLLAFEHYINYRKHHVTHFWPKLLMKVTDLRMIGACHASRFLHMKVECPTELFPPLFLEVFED
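Each compound concentration gave % activity, normalized to unbound and bound Texas Red SRC2 controls, from polarization read after 5 hr ambient incubation with T3-loaded human TRb LBD.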
* hit, by the source's call; ? = inconclusive; [ ] = another dose, or the depositor's remark. Unless noted, on the % scale 0 is the no-effect control and ±100 the full control effect; potency means the concentration at half of the fitted maximal effect. These rows are one share of the data. The share of hits here may be higher or lower than overall.

SMILES | TR SRC2 fluor cs | TRb SRC2 PPI
C[Si](C)(C)O[Si](C)(C)O[Si](C)(C)C | 2%[201 µM] | 3%[201 µM]
Brc1ccc(Oc2ccc(Br)cc2)cc1 | -3%[201 µM] | 1%[201 µM]
CCC(=O)Nc1ccc(O)cc1 | -1% | 10%
CCN(Cc1cccc(S(=O)(=O)O)c1)c1ccc(C(=C2C=CC(=[N+](CC)Cc3cccc(S(=O)(=O)[O-])c3)C=C2)c2ccccc2)cc1 | 89µM*[quencher] | ?
C=C(C)C(=O)OCCOCCOCCOC(=O)C(=C)C | -1%[201 µM] | 0%[201 µM]
C=CC(C)(CCC=C(C)C)OC(C)=O (configuration not stated) | -4%[201 µM] | -3%[201 µM]
COc1cc(O)cc(O)c1 | 0% | 9%
O=C1/C(=C\c2cccs2)CCC/C1=C/c1cccs1 | 0% | 2%
CS(C)=O | 2%[1.3e+05 µM] | -1%[1.3e+05 µM]
CCOC(=O)C1=NN(c2ccc(Cl)cc2Cl)C(C)(C(=O)OCC)C1 (configuration not stated) | -2%[201 µM] | 5%[201 µM]
O=C(O)c1ccccc1-c1ccc(C(F)(F)F)cc1 | -1% | 9%
Cl[Si](Cl)(Cl)c1ccccc1 | -7%[201 µM] | -3%[201 µM]
Nc1c(N=Nc2ccc(S(=O)(=O)CCOS(=O)(=O)O)cc2)c(S(=O)(=O)O)cc2cc(S(=O)(=O)O)c(N=Nc3ccc(S(=O)(=O)CCOS(=O)(=O)O)cc3)c(O)c12 | 45µM*[quencher] | 30%[201 µM]
c1ccc2cc3c(ccc4ccccc43)cc2c1 | -4%[201 µM] | 0%[201 µM]
CCCCCCCCCCCC(=O)N(C)CC(=O)O | -1%[201 µM] | -1%[201 µM]
Cc1ccc(N=Nc2c(O)ccc3ccccc23)c(C)c1 | 45µM*[fluorescent] | 40µM*
Oc1ccccc1C=NCc1ccccc1 | -1% | 1%
COCCOCCOCCOC | -2%[201 µM] | 8%[201 µM]
CCCCCCCC[Si](Cl)(Cl)Cl | 1%[201 µM] | 1%[201 µM]
CSc1ccc(Cl)cc1 | -6%[201 µM] | 9%[201 µM]
OCC(CO)(CO)COCC(CO)(CO)CO | 4%[201 µM] | 1%[201 µM]
CCCCCCCCCCCCCCCCN | 0% | -2%
c1ccc2c(c1)OCC(CN1CCCCC1)O2 (configuration not stated) | -3% | 3%
CCOC(=O)[C@H](C)Oc1ccc(Oc2nc3ccc(Cl)cc3o2)cc1 | -1%[201 µM] | 5%[201 µM]
COc1ccc(C(=O)c2ccc(C)cc2)c(O)c1 | 0% | 4%
CCCCC(CC)COC(C)=O (configuration not stated) | -2%[201 µM] | 6%[201 µM]
CC(C)(C)C1CCC(O)CC1 (configuration not stated) | -4%[201 µM] | 0%[201 µM]
COC(=O)c1c(Cl)nn(C)c1S(=O)(=O)NC(=O)Nc1nc(OC)cc(OC)n1 | -3%[201 µM] | 0%[201 µM]
Cc1ccc(N)c(S(=O)(=O)O)c1 | -6%[201 µM] | 3%[201 µM]
O=C(O)Cc1csc(-c2ccc(Cl)cc2)n1 | -1% | 2%
C1CCC2(CCCCO2)OC1 | -1%[201 µM] | -4%[201 µM]
O=C(CN1CCN(Cc2ccc3c(c2)OCO3)CC1)N1c2ccccc2Sc2ccccc21 | 0% | -1%
CCCCCCCOC(=O)c1ccccc1C(=O)OCCCCCCC | -6%[201 µM] | 2%[201 µM]
BrC1CCC(Br)C(Br)CCC(Br)C(Br)CCC1Br (configuration not stated) | -3%[201 µM] | -6%[201 µM]
CCCCCCCCCCCCCC(=O)OC | 2%[201 µM] | -4%[201 µM]
Oc1ccc(Nc2ccccc2)cc1 | -3%[201 µM] | 9%[201 µM]
O=C1c2ccccc2CN2C(=O)c3ccccc3CN12 | -1% | 2%
CCCCCCCCCCCCCCN(C)C | -2%[201 µM] | 9%[201 µM]
O=C(O)c1cccc(C(=O)O)c1 | -3%[201 µM] | -1%[201 µM]
O=C(/C=C/c1cccc(F)c1)NC1CC1 | -1% | 1%

Single records, as listed above:
Listed for Cc1ccc(N=Nc2c(O)ccc3ccccc23)c(C)c1 = TR SRC2 fluor cs: 45µM*[fluorescent]; TRb SRC2 PPI: 40µM*
Listed for Oc1ccc(Nc2ccccc2)cc1 = TR SRC2 fluor cs: -3%[201 µM]; TRb SRC2 PPI: 9%[201 µM]

New compounds follow.
SMILES | TR SRC2 fluor cs | TRb SRC2 PPI
CO[Si](CCCNCCN)(OC)OC | 0%[201 µM] | -2%[201 µM]
Cc1cccc(OCC(=O)Nc2ccc(-c3nc4cc(C)ccc4o3)c(O)c2)c1 | -2% | 3%
O=C1NC(=O)C2C3C=CC(C3)C12 (configuration not stated) | -5% | 3%
CC1(C)OC[C@@H]2O[C@@]3(C(=O)O)OC(C)(C)O[C@@H]3[C@@H]2O1 | -4% | 3%
C[Si](Cl)(Cl)[Si](C)(Cl)Cl | 1%[201 µM] | 5%[201 µM]
CC(C)C[C@H](NC(=O)OCC1c2ccccc2-c2ccccc21)C(=O)O | -4%[201 µM] | 3%[201 µM]
O=C(O)C(Cc1cc(I)c(O)c(I)c1)c1ccccc1 (configuration not stated) | -5% | 3%
Nc1cc(Cl)nc(C(=O)O)c1Cl | -2%[201 µM] | -4%[201 µM]
Cc1cccc(C)c1NC(=O)c1ccccc1C(=O)O | -2% | 4%
Cc1c(Cl)cccc1Nc1ncccc1C(=O)O | -2% | 2%
O=C(Cl)c1cc(Cl)cc(Cl)c1 | -1%[201 µM] | 5%[201 µM]
CC(C)CCCCCOC(=O)CS | -1%[201 µM] | 4%[201 µM]
CN1CCC(OC(=O)C(Oc2ccc(Cl)cc2)Oc2ccc(Cl)cc2)CC1 | 1% | 8%
CCCCCCCCCCCCCCCCCC#N | 4%[201 µM] | -2%[201 µM]
OCc1cccc(Oc2ccccc2)c1 | -2%[201 µM] | 3%[201 µM]
C=CCOc1nc(OCC=C)nc(OCC=C)n1 | -1%[201 µM] | 4%[201 µM]
O=C(NNCNNC(=O)c1ccncc1)c1ccncc1 | 1% | 6%
CN(C)C(=O)CCSC(SCCC(=O)O)c1cccc(/C=C/c2ccc3ccc(Cl)cc3n2)c1 (configuration not stated) | -5% | 8%
Cc1cccc(C)c1NC(=O)NC1=CCCN1C | -2% | -1%
C[Si]1(C)O[Si](C)(C)O[Si](C)(C)O[Si](C)(C)O1 | 5%[201 µM] | 6%[201 µM]
O=c1[nH]c(=O)c2[nH]cnc2[nH]1 | -1%[201 µM] | 5%[201 µM]
CC(C)C(=O)OCC(C)(C)C(O)C(C)C (configuration not stated) | 2%[201 µM] | 2%[201 µM]
CS/C(=N\O)C(=O)N(C)C | 0%[201 µM] | 2%[201 µM]
CC(Cl)(Cl)C(=O)OCCOc1cc(Cl)c(Cl)cc1Cl | 0%[201 µM] | -3%[201 µM]
Nc1ncnc2c1ncn2CCOCP(=O)(O)O | -4% | 9%
c1ccc2c(c1)Sc1ccccc1N2CCN1CCCC1 | -2% | 4%
CCCCCCCC/C=C\CCCCCCCCO | 0%[201 µM] | 11%[201 µM]
C=C(C)C(=O)OCCCCCCCCCCCC | -2%[201 µM] | -2%[201 µM]
Cc1cc(CC(=O)O)c(C)n1-c1ccc(Cl)cc1 | -1% | 1%
CCC1OC(=O)C[C@@H](O)[C@H](C)[C@@H](OC2OC(C)CC(N(C)C)C2O)[C@@H](CC=O)C[C@@H](C)C(=O)/C=C/[C@]2(C)OC2C1C (some centres not stated) | -3% | 8%
CCC(C)OC(=O)N1CCCCC1CCO (configuration not stated) | -10%[201 µM] | -8%[201 µM]
CCSC(=O)N(CC(C)C)CC(C)C | -5%[201 µM] | 3%[201 µM]

Of the compounds above, these contain nitrogen in an aromatic ring:
SMILES | TR SRC2 fluor cs | TRb SRC2 PPI
CCOC(=O)[C@H](C)Oc1ccc(Oc2nc3ccc(Cl)cc3o2)cc1 | -1%[201 µM] | 5%[201 µM]
COC(=O)c1c(Cl)nn(C)c1S(=O)(=O)NC(=O)Nc1nc(OC)cc(OC)n1 | -3%[201 µM] | 0%[201 µM]
O=C(O)Cc1csc(-c2ccc(Cl)cc2)n1 | -1% | 2%
Cc1cccc(OCC(=O)Nc2ccc(-c3nc4cc(C)ccc4o3)c(O)c2)c1 | -2% | 3%
Nc1cc(Cl)nc(C(=O)O)c1Cl | -2%[201 µM] | -4%[201 µM]
Cc1c(Cl)cccc1Nc1ncccc1C(=O)O | -2% | 2%
C=CCOc1nc(OCC=C)nc(OCC=C)n1 | -1%[201 µM] | 4%[201 µM]
O=C(NNCNNC(=O)c1ccncc1)c1ccncc1 | 1% | 6%
CN(C)C(=O)CCSC(SCCC(=O)O)c1cccc(/C=C/c2ccc3ccc(Cl)cc3n2)c1 (configuration not stated) | -5% | 8%
O=c1[nH]c(=O)c2[nH]cnc2[nH]1 | -1%[201 µM] | 5%[201 µM]
Nc1ncnc2c1ncn2CCOCP(=O)(O)O | -4% | 9%
Cc1cc(CC(=O)O)c(C)n1-c1ccc(Cl)cc1 | -1% | 1%
